GASC-1 inh = blocks human GASC-1 demethylase activity | AID 2099 | inhibition, % at 2.35 µM | GST-JMJD2C(1-420) H3K9me3 demethylation, DELFIA europium | 330,000 compounds, 0.069% hits;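 active = more than half of a compound's replicate wells show inhibition beyond 50%, single wells judged on their own value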;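 also: signal counts dimethyl H3K9 product captured on neutravidin plate; 0% = median of DMSO wells and 100% = 0.3 times that DMSO median; strong numbers were not always called active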
Target sequence (Q9H3R0 1-420 limits assumed): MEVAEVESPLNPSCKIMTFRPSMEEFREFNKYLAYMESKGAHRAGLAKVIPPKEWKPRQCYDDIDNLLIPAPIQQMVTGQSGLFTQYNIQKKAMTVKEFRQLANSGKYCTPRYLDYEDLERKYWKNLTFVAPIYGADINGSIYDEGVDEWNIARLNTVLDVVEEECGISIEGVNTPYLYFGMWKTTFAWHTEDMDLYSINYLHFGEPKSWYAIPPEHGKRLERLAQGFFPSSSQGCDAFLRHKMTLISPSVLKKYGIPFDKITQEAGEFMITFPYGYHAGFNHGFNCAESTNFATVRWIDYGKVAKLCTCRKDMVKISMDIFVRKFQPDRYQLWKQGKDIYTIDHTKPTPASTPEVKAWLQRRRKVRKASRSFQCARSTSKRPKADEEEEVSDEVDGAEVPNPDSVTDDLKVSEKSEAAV
Fh CTSL1 inh = counter-screen for PFM18AAP inhibitors: inhibitors of F. hepatica cathepsin L1; recombinant F. hepatica cathepsin L1, Z-Leu-Arg-MCA fluorescence; inhibition, % at 5.96 µM; 300,000 compounds, 0.49% hits; AID 1906;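 active = inhibition above the mean of all tested compounds plus 3 SD, set per screening campaign, cut at about 17% in these data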;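 also: 0% = plate median of test compound wells and 100% = 1 µM Z-Phe-Ala-diazomethylketone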
procasp7 counter = counter-screen: procaspase-7 (human) activation; P55210; recombinant procaspase-7, Ac-DEVD-pNA absorbance 405 nm; D23A/D198A/D206A triple mutant, cannot self-cleave; scale: DMSO 0, 5 µM enzyme 100; activation, % at 8.5 µM; 330,000 compounds, 0.093% hits; AID 463210;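 active = percent activation above the screen-wide mean plus 3 SD, cut at about 25% in these data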
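Material: Procaspase-7 triple mutant (PC-7 D3A) | Quantity: 2 µM procaspase-7 mutant as dispensed | Reagent: DEVD-pNA substrate | Times: 1 h preincubation, 2 h reaction | Technique: 405 nm absorbance of p-nitroaniline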
procasp3 activ = procaspase-3 (human) activation | recombinant procaspase-3 D3A, Ac-DEVD-pNA absorbance 405 nm | activation, % at 8.5 µM | 330,000 compounds, 0.11% hits | AID 463141;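 active = activation above the mean of all tested compounds plus 3 SD, cut at about 21% in these data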;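 also: 0% = DMSO alone and 100% = DMSO wells spiked with extra 5 µM PC-3 D3A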
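Assay system – Procaspase-3 D3A mutant, all three cleavage aspartates alanine · Controls – DMSO-only low control, 5 µM PC-3 D3A high control · Schedule – 1 h compound preincubation, 2 h substrate hydrolysis at 25 °C · Signal – 405 nm absorbance of p-nitroaniline, reads at 0 and 120 min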
GRK2 inh = human GRK2 inhibition via aptamer displacement | inhibition of aptamer binding, % at 10 µM | AID 488847 | 330,000 compounds, 0.59% hits | bead flow cytometry, FAM-aptamer displacement from GRK2 | P25098;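 active = inhibition of aptamer binding above 40%, roughly 3 SD of noise, on plates passing a quality check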;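 also: median bead fluorescence of bound FAM aptamer so fluorescent compounds give negative values; no value below 0 was filed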
VLA-4 inh = inhibition in a human VLA-4 binding assay; P13612; VLA-4 expressing cells, ligand binding flow cytometry; inhibition, % (about 7 µM as worked out from the volumes in the protocol); 330,000 compounds, 0.2% hits; AID 2557; in the data active = inhibition above about 50%
PP5 inh = PP5 (human) phosphatase inhibition | purified PP5c, OMFP substrate fluorescence | 320,000 compounds, 0.18% hits | P53041 | inhibition, % at 6.7 µM | AID 1987;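 active = inhibition above the campaign's mean inhibition across all tested compounds plus 3 SD, cut at about 9.5% in these data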;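 also: 0% = DMSO only and 100% = 100 µM cantharidin control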
Target sequence (P53041 whole entry, looked up): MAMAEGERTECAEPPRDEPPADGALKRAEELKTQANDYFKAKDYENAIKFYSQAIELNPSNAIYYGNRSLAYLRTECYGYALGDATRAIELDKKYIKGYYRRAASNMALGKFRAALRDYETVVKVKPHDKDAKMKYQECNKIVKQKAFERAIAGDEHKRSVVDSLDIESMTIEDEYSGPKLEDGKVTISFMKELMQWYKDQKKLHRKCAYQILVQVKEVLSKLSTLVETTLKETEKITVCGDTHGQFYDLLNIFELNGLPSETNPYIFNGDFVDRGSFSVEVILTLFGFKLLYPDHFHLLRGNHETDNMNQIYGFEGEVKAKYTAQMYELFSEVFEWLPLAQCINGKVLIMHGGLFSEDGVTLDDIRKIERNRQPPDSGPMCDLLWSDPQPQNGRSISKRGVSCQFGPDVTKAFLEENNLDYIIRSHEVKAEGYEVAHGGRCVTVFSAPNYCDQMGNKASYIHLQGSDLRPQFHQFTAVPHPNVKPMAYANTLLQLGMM
core dimer inh = blocks dimerization of HCV core protein. AID 1899. 300,000 compounds, 0.33% hits. inhibition, % at 5 µM. TR-FRET GST/Flag-core106 dimerization, 1536-well;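 active = inhibition above the mean of all tested compounds plus 3 SD, set per screening campaign, cut at about 45% in these data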
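Assay system: tagged HCV core106 pair (GST and Flag); medium: KF-containing HEPES buffer, pH 7.45, DTT, CHAPS, BSA; also added: Eu donor and XL665 acceptor anti-tag antibodies; dosing: 5 µM single dose; timing: compound-protein-antibody incubation 4 h at 22.5 °C; signal: TR-FRET 671 and 617 nm emission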
PP1 inh = counter-screen for PP5 inhibitors: inhibitors of human PP1-alpha; P62136; purified PP1alpha, OMFP fluorescence; inhibition, % at 6.7 µM; 320,000 compounds, 0.9% hits;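 active = inhibition above the mean inhibition of all tested compounds plus 3 SD, computed separately for each screening campaign, cut at about 15% in these data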
Numbers without * were called inactive; . = not tested or not shown; & = joins results of further samples.

molecule	GASC-1 inh	Fh CTSL1 inh	procasp7 counter	procasp3 activ	GRK2 inh	VLA-4 inh	PP5 inh	core dimer inh	PP1 inh
Cc1ccc2cccc(OCC(=O)Nc3cccc(S(=O)(=O)N4CCCC4)c3)c2n1	-1	.	-2	12	4	0	3.2	.	-1
CC(C)CCc1c(O)nc(SCC(=O)N2CCCCCC2)[nH]c1=O	3	4	3	5	0	-3	-0.4	-1	-4
CCS(=O)(=O)c1nc(S(=O)(=O)c2ccc(C)cc2)c(NCCCN2CCOCC2)s1	-1	-1	10	8	2	8	-0.9	-9	-1
CCOc1ccc(CCNc2nc3ccccc3n3c(C)nnc23)cc1OCC	-25	1	-8	5	0	-10	1.9	-13	7
O=c1c(O)c(-c2ccc(O)cc2)oc2cc(O)cc(O)c12	41	1	1	6	6	-65	-1.1	-16	-6
N=C1C(c2nc3ccccc3s2)=C(O)CN1C1CCCCC1	15	-1	4	-2	0	10	4.5	-9	-6
Cc1ccc2nc(SCC(=O)Nc3cccc(S(N)(=O)=O)c3)[nH]c2c1	10	-4	13	0	1	7	-0.3	-3	-6
CCCc1nc2ccccc2c(C(=O)OCC(=O)Nc2c(C)n(C)n(-c3ccccc3)c2=O)c1CC	-8	6	6	8	2	10	3.1	-1	-4
COC(=O)c1cccc(Cn2c(Cl)c(/C=N/NC(=O)c3ccco3)sc2=O)c1	-2	3	-2	4	2	-9	3.2	14	4
CCOC(=O)c1c(NC(=O)CN2CCCCC2)sc(CN(C)C)c1-c1ccccc1	-1	-4	4	2	1	-1	0.1	-2	-3
COc1ccc2c(c1)cc1c(=O)n(CC(=O)NC(C)CCc3ccccc3)nc(C)n12 (stereo not drawn)	-13	2	-9	4	0	22	0.7	-1	-3
Cc1ccc(NC(=O)c2ccc(CSc3nccc(C)n3)cc2)cc1	-8	1	0	-1	1	2	2.1	2	1
COc1ccc(C(C)=O)c2c(O)cccc12	19	-2	-4	9	.	14	1.9	3	3
O=C1N[C@@H](Cc2c[nH]c3ccccc23)COC(=O)[C@@H](Cc2ccc(F)cc2)CC/C=C/C[C@@H]1CC(=O)N(CCO)Cc1ccccc1	.	.	0	3	5	21	.	.	.
CC(C)n1c(SCC(N)=O)nc2c1c(=O)n(C)c(=O)n2C	-16	5	8	8	4	21	0.4	-1	-2
COc1ccc(NCC(=O)N/N=C/C2CCCCC2)cc1	5	2	1	-3	2	3	-1.2	2	-3
COC(=O)CSc1nc2c(c(=O)n(C)c(=O)n2C)n1CCC(C)C	-11	-11	1	-7	1	3	2.0	-4	-2
COCCC1CCCCN1C(=O)c1ccc(OC2CCN(C(C)=O)CC2)c(OC)c1 (stereo not drawn)	2	-2	-1	-4	0	-16	3.5	-1	4
CN1C(=C2C(=O)OC(C)(C)OC2=O)Sc2ccccc21	-12	0	6	3	3	-2	0.1	-7	-5
Cc1ccccc1NC(=O)C1CCN(S(=O)(=O)c2cccc3nonc23)CC1	-23	0	5	7	17	-13	0.7	-6	-3

One compound at a time, from the list above:
Cc1ccccc1NC(=O)C1CCN(S(=O)(=O)c2cccc3nonc23)CC1 across the screens: GASC-1 inh: -23; Fh CTSL1 inh: 0; procasp7 counter: 5; procasp3 activ: 7; GRK2 inh: 17; VLA-4 inh: -13; PP5 inh: 0.7; core dimer inh: -6; PP1 inh: -3
Cc1ccc(NC(=O)c2ccc(CSc3nccc(C)n3)cc2)cc1 across the screens: GASC-1 inh: -8; Fh CTSL1 inh: 1; procasp7 counter: 0; procasp3 activ: -1; GRK2 inh: 1; VLA-4 inh: 2; PP5 inh: 2.1; core dimer inh: 2; PP1 inh: 1

Next part
molecule	GASC-1 inh	Fh CTSL1 inh	procasp7 counter	procasp3 activ	GRK2 inh	VLA-4 inh	PP5 inh	core dimer inh	PP1 inh
O=C(NC12CC3CC(CC(C3)C1)C2)N1CCN(C(=O)C2CCCO2)CC1 (stereo not drawn)	-6	-3	1	3	1	0	-1.1	-5	-4
COC(=O)c1cc(NC(=O)Cc2cc(OC)c(OC)c(OC)c2)cc(C(=O)OC)c1	-28	-2	-2	-2	5	2	2.6	-3	-1
COc1ccc(CNC(=O)c2c(O)c3ccccc3n(C)c2=O)cc1OC	1	-2	7	-4	1	-7	-0.7	-7	-1
COC(=O)CC1C(=O)NCCN1C(=O)Nc1ccccc1 (stereo not drawn)	-5	-1	10	4	7	-6	-0.1	7	-1
Cc1cc(OC(C)C)nc(-c2ccccc2O)n1	-8	-1	-1	-4	2	-15	4.0	-4	-2
CCCCOC(=O)C1=C(C)Nc2ncnn2C1c1cccc(OC)c1 (stereo not drawn)	3	3	2	6	0	0	3.0	3	-2
Cc1ccc(C(=O)N/N=C\c2ccc([N+](=O)[O-])s2)cn1	-22	5	5	-9	1	-22	-0.3	-6	-1
COc1ccc2ccccc2c1/C=N/N1C(=O)CSC1=S	25	2	-22	-15	5	-5	-0.8	11	5
COCCN1C=C(C(=O)OC)C(c2cc(Br)c(OC)c(OC)c2)C(C(=O)OC)=C1	-9	3	2	2	0	-7	1.5	0	1
CC(C)OCCCN(C)C1CCN(S(=O)(=O)c2csc(C(N)=O)c2)CC1	18	0	2	-4	2	11	-1.4	0	-2
O=C(C(=C1NCCN1)n1cncn1)c1ccccc1	2	-1	-3	5	5	-6	0.2	10	3
O=C(NC(=S)Nc1ccc(Cc2ccncc2)cc1)c1ccccc1	-10	-1	-10	-7	0	31	2.1	2	0
CCOC(=O)CS(=O)(=O)c1nc(-c2ccccc2)cc(C(F)(F)F)n1	-28&10	1	-4	1	0	37	3.9	0	1
CCN1C(=O)[C@@H]2[C@@H](c3ccc(-c4ccc5c(c4)OCO5)c(OC)c3)N3CCC[C@@]3(C(=O)OC)[C@@H]2C1=O	-8	-3	7	14	1	-4	1.6	3	-4
CCN1C(=NCCCOC(C)C)N[C@@H](CCc2ccccc2)[C@H](C(=O)NCCCOC(C)C)[C@H]1C	-11	.	-9	-1	0	-28	.	.	.
O=C(CCC(=O)NC1CCCCC1)Nc1cccnc1	13	-4	7	6	0	11	-2.9	-11	0
CCNNC(=O)C(O)(Cc1ccccc1)Cc1ccccc1	3	2	8	-3	0	9	0.3	4	1
O=C(CNC(=O)Cn1cnc2sc3c(c2c1=O)CCCC3)NCc1ccccn1	94	-2	-8	6	1	1	1.6	1	-3
CCOC(=O)C(C)Sc1ncc(OC)c(Sc2ccc(Cl)cc2)n1 (stereo not drawn)	-1	3	9	3	9	0	3.7	2	1
CN(C)S(=O)(=O)c1ccc(NC(=O)CN2CCOCC2)cc1	-2	-3	-2	2	0	6	-1.1	-3	-8
O=C(c1ccc(N2CCCCCC2)c([N+](=O)[O-])c1)N1CCc2ccccc21	-1	1	11	11	3	10	1.2	7	-4
Cc1ccc(S(=O)(=O)N(C)/N=C/c2ccc(N(C)C)cc2)cc1	-1	3	3	-4	2	20	2.4	-1	2
CCn1c(CNC(=O)c2ccco2)nnc1SCC(=O)Nc1cc(F)ccc1C	-1	-6	2	3	0	10	1.0	5	-1
Cc1cc(C=O)c(C)n1-c1ccc(N2CCCC2)c([N+](=O)[O-])c1	7	-1	10	-7	1	1	0.1	0	-8
CCn1c(C)c(C)c2cc(C(=O)NCCN3CCOCC3)ccc21	36	-1	4	7	1	-24	2.1	-7	-1
Cc1sc2ncn(CC(=O)N3CCN(c4ccccc4F)CC3)c(=O)c2c1S(=O)(=O)N1CCOCC1	0	6	7	-5	2	3	0.6	10	-1
C=CCn1c(SCc2ccccc2)nc(O)cc1=O	0	4	12	-7	0	1	0.0	6	7
CC(NS(=O)(=O)c1cccc(Cl)c1)C(=O)Nc1ccc(-c2nc3ccccc3s2)cc1 (stereo not drawn)	-9	1	-7	-9	1	-8	3.1	8	5
Cc1cc([N+](=O)[O-])nn1CC(=O)NNC(=S)Nc1ccc([N+](=O)[O-])cc1	-5	2	-3	-12	1	-1	3.0	0	5
CCC(C)NC(=O)CSc1nnc(-c2cc(OC)c(OC)c(OC)c2)c(-c2cc(OC)c(OC)c(OC)c2)n1 (stereo not drawn)	-2	1	1	5	11	-1	2.3	-13	-1
O=C(Nc1nc(-c2ccc(F)c(F)c2)cs1)c1cnccn1	.	1	1	0	0	-11	1.5	0	-6
CCc1ccc(NC(=O)CSCCO)cc1	4	-1	9	5	0	7	3.5	-8	-2
CC(=O)N1CCSc2ccc(S(=O)(=O)NCc3ccc(F)cc3)cc21	21	2	1	15	1	-1	1.4	4	-2
COCCCNC(=O)CS(=O)Cc1nc(-c2cccc(OC)c2)oc1C (stereo not drawn)	11	0	2	1	0	-4	2.4	-3	-4
Cc1snc(S(=O)(=O)/C(C#N)=N\Nc2ccccc2)c1C#N	-1	6	7	0	0	-2	-0.2	2	-1
Cc1cccc(C(=O)O/N=C2\CCS(=O)(=O)c3sccc32)c1	-12	-7	6	-1	0	21	2.3	2	0
N#Cc1ccccc1S(=O)(=O)N1CCN(C(=O)c2cn(-c3ccccc3)nc2-c2cccnc2)CC1	1	.	5	1	0	7	-1.4	.	-3
O=C(/C=C/c1ccc2c(c1)OCO2)Nc1nc(-c2ccc(F)cc2F)cs1	3	13	5	-5	0	-6	-8.7	-6	9
Cn1c(=O)c2c(ncn2CC(=O)Nc2ccc(N3CCOCC3)cc2)n(C)c1=O	5	1	-2	1	0	15	-0.5	-3	-2
CN(Cc1ccccc1)C(=O)c1ncn(Cc2ccccc2)c1C(=O)N(C)Cc1ccccc1	-4	.	12	8	0	-2	1.4	.	-5
CCCN(c1ccc(C)cc1)c1nc(=O)c2cccnc2s1	-3	3	3	2	0	7	-1.8	0	-2
COc1ccccc1C(=O)NC1CC2CCC(C1)N2Cc1ccccc1 (stereo not drawn)	-3	-1	7	5	0	4	2.5	-3	1
CC(=O)NCCC(=O)Nc1cccc(S(=O)(=O)N(C)c2ccccc2)c1	-3	-2	-8	5	0	-12	2.4	-1	3
CCCC(=O)Oc1ccc(C2NC(=O)c3ccccc3O2)cc1 (stereo not drawn)	2	-1	1	9	1	5	4.1	0	-2
CN(C)S(=O)(=O)N(CC(=O)N1CCC(Cc2ccccc2)CC1)c1ccccc1	4	3	-6	2	0	-8	-0.1	8	-3
COCCN(C(=O)Cn1nnc2ccccc21)C(C(=O)NC1CCCC1)c1ccc(OC)cc1OC (stereo not drawn)	-1	-1	15	-4	2	0	-0.6	5	-1
C=CCn1c(N)cc(=O)nc1SCC(=O)Nc1cccc2ccccc12	16	6	-11	-2	0	-15	-2.8	-3	3
CCC(=O)NNc1nc2c(F)cccc2s1	10	-2	1	-7	4	19	-2.8	-2	-5
CC(=O)c1ccc(N2CCN(C(=O)c3ccco3)CC2)c(F)c1	-2	-3	8	7	2	19	-0.8	-7	-6
COc1ccc(C2CC(c3cccc(OC)c3)n3nc(N)nc3N2)cc1 (stereo not drawn)	0	2	-9	1	0	-5	2.7	-2	-10

Assay outcomes deposited in PubChem by several laboratories.
